3T3 cytotox – Cytotoxic Profiling in NIH 3T3 Cell Line of Diverse Libraries Using Quantitative High-Throughput Screening; 94,000 compounds, 4.3% hits; NIH 3T3 viability, CellTiter-Glo ATP luminescence, 48-72 h; Potency, µM (highest dose often 96.7 µM), inactives show at the top dose activity change, negative = cytotoxicity, hits mostly inhibitors; further: potency means the concentration at half of the fitted maximal effect; nearly all actives have a fitted effect of over 55% in size
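Luminescent ATP readout (CellTiter-Glo, 10 min RT) after 48 or 72 hr compound exposure of NIH 3T3 cells seeded at 400 cells/well in 1536-well format; quantitative HTS.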
SNCA expr inh – Primary qHTS assay for inhibitors of alpha-synuclein gene (SNCA) expression. AID 1671194, 2021. Potency, µM (titrated, usually from 57.2 µM), for inactives: at the highest dose activity change, negative = inhibition, usual class: inhibitors. HEK-293 SNCA-luciferase knock-in, luminescence, 24 h. 140,000 compounds, 0.17% hits;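 further: potency means the concentration at half of the fitted maximal effect; plate controls were DMSO cells for no effect and cell-free wells for full effect; nearly all actives have a fitted effect of over 45% in size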
HEK293 tox – Cytotoxic Profiling in HEK 293 Cell Line of Diverse Libraries Using Quantitative High-Throughput Screening | Potency, µM (series often up to 115 µM), for inactives: top-dose activity change, negative = cytotoxicity, usual class: inhibitors | HEK 293 viability, ATP luminescence (CellTiter-Glo), 48-72 h | 94,000 compounds, 6.6% hits | AID 1345083, 2018; further: potency means the concentration at half of the fitted maximal effect; nearly all actives have a fitted effect of over 60% in size
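CellTiter-Glo luminescence (cellular ATP) was read after 48 or 72 hr of compound exposure at 37 degree Celsius. Cells were HEK 293 plated at 250 cells/well.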
FLuc inh – Firefly luciferase inhibition profiling of diverse chemical library using quantitative high-throughput screening | Luciferin 4-monooxygenase (Photinus pyralis), P08659 | purified P. pyralis luciferase, luminescence, biochemical | Potency, µM (highest dose often 115 µM), without a hit: top-dose activity change, negative = inhibition, hits mostly inhibitors | 76,000 compounds, 2.5% hits; further: potency means the concentration at half of the fitted maximal effect; nearly all actives have a fitted effect of over 65% in size
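Cell-free enzyme assay, 10nM P. pyralis luciferase, luciferin and ATP each at 10uM. Inhibition profiled over a 6-point titration, read as luminescence.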
IP6K1 inh – Primary qHTS assay for small molecule inhibitors of Inositol hexaphosphate kinase 1 (IP6K1) | IP6K1 kinase, ADP-Glo luminescence, 2 h; hits give low values | Inositol hexakisphosphate kinase 1 (Homo sapiens), Q92551 | activity change, % (series mostly up to about 58 µM) | 140,000 compounds, 0.81% hits; in the data active means activity change below about -25%
Target sequence (Q92551 whole entry, looked up): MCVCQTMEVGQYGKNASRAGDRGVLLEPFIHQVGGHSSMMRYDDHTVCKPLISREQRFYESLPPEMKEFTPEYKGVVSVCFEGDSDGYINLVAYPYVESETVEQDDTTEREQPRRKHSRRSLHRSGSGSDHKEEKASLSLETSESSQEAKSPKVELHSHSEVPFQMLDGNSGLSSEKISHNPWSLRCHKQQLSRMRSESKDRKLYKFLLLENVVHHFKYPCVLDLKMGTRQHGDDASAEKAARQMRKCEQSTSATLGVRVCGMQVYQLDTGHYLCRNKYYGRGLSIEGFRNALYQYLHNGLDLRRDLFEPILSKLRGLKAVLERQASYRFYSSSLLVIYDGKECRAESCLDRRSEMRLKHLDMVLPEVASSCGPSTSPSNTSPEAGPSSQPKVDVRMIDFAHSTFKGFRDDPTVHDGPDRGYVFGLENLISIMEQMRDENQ
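ADP-Glo luminescence measures ADP made by human IP6K1 during a 2 h RT reaction with ATP/IP6 (mix at 1.3 mM/130 uM); top library doses 57.5 and 19.1 uM final.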
GPT2 inh – Primary qHTS assay for inhibitors of Glutamate pyruvate transaminase 2 (GPT2); AID 1671188, 2021; 100,000 compounds, 0.25% hits; Recombinant GPT2, coupled pyruvate oxidase/HRP Amplex Red fluorescence; Potency, µM (highest dose often 57.7 µM), for inactives: top-dose activity change, negative = inhibition, most hits filed as inhibitors; further: potency means the concentration at half of the fitted maximal effect; nearly all actives have a fitted effect of over 60% in size; many of its hits are not listed in these tables
Target sequence (Q8TD30 whole entry, looked up): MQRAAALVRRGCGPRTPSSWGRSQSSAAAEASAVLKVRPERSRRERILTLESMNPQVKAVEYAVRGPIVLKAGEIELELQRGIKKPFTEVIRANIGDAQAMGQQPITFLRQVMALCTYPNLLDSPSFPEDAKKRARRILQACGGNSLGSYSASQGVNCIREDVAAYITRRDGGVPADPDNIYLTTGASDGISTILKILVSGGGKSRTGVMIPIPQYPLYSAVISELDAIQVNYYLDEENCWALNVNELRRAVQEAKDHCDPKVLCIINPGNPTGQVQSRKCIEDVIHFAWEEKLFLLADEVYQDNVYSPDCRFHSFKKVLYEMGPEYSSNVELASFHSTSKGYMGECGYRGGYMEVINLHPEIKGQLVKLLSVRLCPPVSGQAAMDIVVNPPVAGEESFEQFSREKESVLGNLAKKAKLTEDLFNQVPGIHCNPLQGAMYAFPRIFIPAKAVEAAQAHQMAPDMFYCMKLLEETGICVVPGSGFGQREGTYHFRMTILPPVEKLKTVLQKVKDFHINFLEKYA
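Fluorescence of coupled pyruvate oxidase/HRP/Amplex Red system (50uM Amplex, 30 min, dark) reports pyruvate formed by GPT2. Enzyme reaction: 10ng/uL GPT2, 2mM L-alanine, 250uM a-KG, 30 min room temperature, pH 7.5; 50uM AOA control.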
SNCA viab count – GF-AFC viability counterscreen for inhibitors of alpha-synuclein gene (SNCA) expression | HEK-293-SNCA-luc viability, GF-AFC fluorescence, 24 h | Potency, µM (highest dose often 57.1 µM), without a hit: at the highest dose activity change, negative = cytotoxicity, hits mostly cytotoxic | 150,000 compounds, 0.12% hits | AID 1671193, 2021;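 further: potency means the concentration at half of the fitted maximal effect; 0% = DMSO-treated cells and -100% = medium-only wells without cells; nearly all actives have a fitted effect of over 30% in size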
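Cytotoxicity counterscreen: after 24 h compound treatment of genome-edited SNCA-luciferase HEK-293 cells, live-cell protease substrate GF-AFC read by fluorescence after 30 min; activity scaled between DMSO (0%) and medium-only (-100%), curves Hill-fitted.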
Starred values were filed as active, the others as inactive; i = inactive; ? = inconclusive; nt = no result given; & = joins results of further samples; ! = repeats disagree; [ ] = remark or other dose. Unless noted, the call rests on the fitted dose curve; in most records, active means well fitted curve in the direction sought with a large enough effect; inconclusive means small, poorly fitted or top-dose-only effect, or another doubt; inactive means no such curve, though single readings can be large; an effect the other way counts as inactive or inconclusive. Unless noted, on the % scale 0 is the no-effect control and ±100 the full control effect. The list is partial. The share of hits here may be higher or lower than overall.

The opening 2 compounds (preview)
The line under a structure holds: 3T3 cytotox, SNCA expr inh, HEK293 tox, FLuc inh, IP6K1 inh, GPT2 inh, SNCA viab count
- CS(=O)(=O)c1ccc(-n2nc(C(F)(F)F)cc2-c2ccc(F)cc2)cc1
 : nt, nt, nt, nt, 14.8, -7.2%, -11.9%
- CCCCC1CCC(CCCC(C)CCC(=O)O)CC1 (stereo not given)
 : nt, 11.8%, nt, nt, 9.7, nt, 4.5%

Results, from the first entry:
The line under a structure holds: 3T3 cytotox, SNCA expr inh, HEK293 tox, FLuc inh, IP6K1 inh, GPT2 inh, SNCA viab count
- CS(=O)(=O)c1ccc(-n2nc(C(F)(F)F)cc2-c2ccc(F)cc2)cc1
 : nt, nt, nt, nt, 14.8, -7.2%, -11.9%
- CCCCC1CCC(CCCC(C)CCC(=O)O)CC1 (stereo not given)
 : nt, 11.8%, nt, nt, 9.7, nt, 4.5%
- COC(=O)C1=CO[C@@H](O[C@@H]2O[C@H](CO)[C@@H](O)[C@H](O)[C@H]2O)[C@@H]2[C@@H](C)[C@@H](O)C[C@H]12
 : nt, nt, nt, nt, 13.3, ?, -11.8%
- CN1CCC(=C2c3ccccc3CCc3sccc32)CC1
 : nt, ?, nt, nt, 5.4, -8.7%, 3.4%[23.9 µM]
- CCN(CC)CCCS(=O)(=O)N[C@H](CCc1ccccc1)c1nc(Cc2ccc(Br)cc2)no1
 : nt, nt, nt, nt, -12.9, i, -25.2%
- CC[C@H](CO)Nc1nc(Nc2cccc(-c3ccccn3)c2)c2ncn(C(C)C)c2n1
 : nt, nt, nt, nt, -11.1, ?, -34.5%
- CC(C)(C)NCC(O)COc1ccccc1OCC1CCCO1 (stereo not given)
 : nt, 29.3%[25.6 µM], nt, nt, -17.7, i, -15.0%[23.9 µM]
- C#C[C@]1(OC(C)=O)CC[C@H]2[C@@H]3CCC4=C/C(=N/O)CC[C@@H]4[C@H]3CC[C@@]21CC
 : nt, 112.2%[activator][25.6 µM], nt, nt, -59.1*, i, 33.2%[23.9 µM]
- O=C(O)[C@@H](O)[C@H](O)[C@H](O)[C@@H](O)C(=O)O
 : nt, 6.6%[25.6 µM], nt, nt, 0.6, -2.6%, -4.9%[23.9 µM]
- CC(=O)NCCCCCC(=O)O
 : nt, -2.6%[25.6 µM], nt, nt, 3.7, i, 18.5%[23.9 µM]
- CN(C)C/C=C(/c1ccc(Br)cc1)c1cccnc1
 : nt, -21.5%, nt, nt, 13.0, 2.2%, 2.6%
- O=C(c1ccc(Cl)c([N+](=O)[O-])c1)N1CCN(c2ccccc2F)CC1
 : nt, nt, nt, nt, 15.7, -2.4%, -8.3%
- COc1ccc(C(=O)Nc2nc3ccccc3n2CCOc2ccc(Cl)cc2)cc1
 : nt, 6.9%, nt, nt, 2.9, nt, 12.0%
- CN(C)CCCN1c2ccccc2Sc2ccccc21
 : nt, 4.8%, nt, nt, -1.2, -19.3%, -6.3%
- N=C(N=C(N)N)N1CCOCC1
 : nt, 0.7%, nt, nt, 1.6, 3.3%&-21.2%, 5.8%
- COC(=O)c1ccc(N2CCN(C)CC2)c(NC(=O)c2cccc(OC)c2)c1
 : nt, nt, nt, nt, -9.7, i, -8.3%
- CC(=O)O[C@]1(C(C)=O)CC[C@H]2[C@@H]3C=C(Cl)C4=CC(=O)[C@@H]5C[C@@H]5[C@]4(C)[C@H]3CC[C@@]21C
 : nt, -5.7%, nt, nt, 8.2&-11.0, -3.6%&1.5%, 0.2%
- CCN(CC)C(=O)C(c1ccccc1)N1CCN(c2ccc(NC(=O)c3ccccc3-c3cccnc3)cc2F)CC1 (stereo not given)
 : nt, nt, nt, nt, -2.0, -2.1%, -21.4%
- CCOc1ccc(C2Cn3nnc(-c4nc(-c5ccc(C)cc5)no4)c3CO2)cc1 (stereo not given)
 : i, 8.5%, 9.8%, 3.3%, 0.5, i, 4.0%
- N#Cc1cccc(-c2c[nH]c3ncnc(N4CCOCC4)c23)c1
 : nt, nt, nt, nt, -9.7, ?, 25.7%
- CC(=O)c1ccc(OCC(=O)N2CCCCC2)cc1
 : nt, 91.1%[activator][25.6 µM], nt, nt, 28.7, -9.9%, -13.0%
- Cc1cc(-c2nc3cc(F)ccc3s2)ccc1NC(=O)[C@@H](N)CCCCN
 : nt, nt, nt, nt, 5.7, -20.9%, ?
- CCN1CCN(Cc2ccc(C(=O)Nc3ccc(C)c(Oc4ccc5c(c4)CC(=O)N5)c3)cc2C(F)(F)F)CC1
 : nt, nt, nt, nt, -2.2, i, ?
- O=C(NCC(=O)N1CCCC1)Nc1ccc2cnccc2c1
 : nt, nt, nt, nt, -4.4, 0.3%, 33.2%
- Cc1coc2c1C(=O)C(=O)c1c-2ccc2c1CCCC2(C)C
 : nt, -0.5%, nt, nt, -1.1, 14.1µM*, -0.6%&12.6%
- OC1(c2ccc(Cl)c(C(F)(F)F)c2)CCN(CCCC(c2ccc(F)cc2)c2ccc(F)cc2)CC1
 : nt, -60.8%[25.6 µM], nt, nt, 4.4&5.1, -16.3%, ?
- CCCCCCCC/C=C\CCCCCCCCN
 : nt, 5.8%[25.6 µM], nt, nt, -8.2, 1.8%, -10.2%[23.9 µM]
- Cc1ccccc1N=Nc1ccc(N=Nc2c(O)ccc3ccccc23)c(C)c1
 : nt, -43.7%[25.6 µM], nt, nt, 27.5, i, -2.1%[23.9 µM]
- CC1c2ccccc2CN1NC(=O)c1ccc(Cl)c(S(N)(=O)=O)c1 (stereo not given)
 : nt, -24.7%[25.6 µM], nt, nt, 10.1, ?, ?
- NS(=O)(=O)c1cc(C(=O)NN2C[C@H]3[C@H]4CCC(C4)[C@H]3C2)ccc1Cl
 : nt, -2.7%[25.6 µM], nt, nt, -24.6, i, -15.5%[23.9 µM]

Individual results from the results shown:
Under IP6K1 inh, `CC[C@H](CO)Nc1nc(Nc2cccc(-c3ccccn3)c2)c2ncn(C(C)C)c2n1` shows -11.1
Under SNCA viab count, `CS(=O)(=O)c1ccc(-n2nc(C(F)(F)F)cc2-c2ccc(F)cc2)cc1` shows -11.9%

Later entries
The line under a structure holds: 3T3 cytotox, SNCA expr inh, HEK293 tox, FLuc inh, IP6K1 inh, GPT2 inh, SNCA viab count
- Cn1c(=O)c(-c2c(Cl)cccc2Cl)cc2cnc(Nc3cccc(C(=O)O)c3)nc21
 : nt, 118.7%[activator], nt, nt, -13.8, -19.8%, -7.9%&-19.1%
- Cn1c(Nc2ccc(C(F)(F)F)cc2)nc2cc(Oc3ccnc(-c4ncc(C(F)(F)F)[nH]4)c3)ccc21
 : nt, ?, nt, nt, nt, i, -34.8%
- CCC1C(=O)OCC1Cc1cncn1C (stereo not given)
 : nt, 21.1%, nt, nt, 8.1, -12.5%&-8.9%, 4.1%
- CN1CCc2c(c3ccccc3n2Cc2ccc(C(=O)NO)cc2)C1
 : nt, -30.0%, nt, nt, 27.3, -16.6%, ?
- CN1CCN(c2ccc(C(=O)Nc3n[nH]c4ccc(Cc5cc(F)cc(F)c5)cc34)c(NC3CCOCC3)c2)CC1
 : nt, ?, nt, nt, -11.8, i, 27µM*!
- CCN1C[C@H](C)n2c(c(O)c3c(=O)n(Cc4ccc(F)c(Cl)c4)nc(C(=O)NC)c32)C1=O
 : nt, -18.2%, nt, nt, -2.9&21.4, -13.5%&-13.4%, -14.0%&-15.0%&0.8%
- COc1ccccc1OCC(O)COC(N)=O (stereo not given)
 : nt, 50.9%[activator], nt, nt, -0.4, -4.8%, -4.5%
- NC(=O)[C@@H]1CC[C@H](c2ccc(OCc3ccccc3F)cc2)N1
 : nt, nt, nt, nt, 6.6, -4.7%, -2.8%
- CCCSS/C(CCO)=C(\C)N(C=O)Cc1cnc(C)nc1N
 : nt, 11.4%[25.6 µM], nt, nt, -14.5, 2.0%, 50.8%[23.9 µM]
- Cn1c(NC[C@@H](N)Cc2ccccc2)nc(-c2ccncc2)c(-c2ccc3ccccc3c2)c1=O
 : nt, nt, nt, nt, -6.9, -3.4%, -24.6%
- CNC(=O)c1ccc2c(c1)CCO[C@H]2CCN1CCN(c2ccc(OC)cc2)CC1
 : nt, nt, nt, nt, 16.2, ?, -18.2%
- CC(C)n1cnc2c(NCCc3ccc(O)cc3)nc(-c3csc4ccccc34)nc21
 : nt, -7.1%, nt, nt, 18.5, 3.1%, -2.4%&-23.9%
- Cc1cc2c(s1)Nc1ccccc1N=C2N1CCN(C)CC1
 : nt, 0.4%, nt, nt, 33.9&2.4, ?, -29.2%
- O=C1N(c2ccccc2)c2ccccc2C1(Cc1ccncc1)Cc1ccncc1
 : nt, -11.1%, nt, nt, 20.4, 2.4%&-0.8%&1.4%, 12.2%
- COc1cc2c(Oc3ccc4[nH]c(C)cc4c3F)ncnc2cc1OCCCN1CCCC1
 : nt, -3.0%, nt, nt, 1.4, ?, ?
- COc1cccc(CCc2ccccc2OCC(CN(C)C)OC(=O)CCC(=O)O)c1 (stereo not given)
 : nt, -38.7%[25.6 µM], nt, nt, 2.7, -7.8%, 14.4%[23.9 µM]
- Cc1noc(C)c1Cc1c(C(=O)NCCc2noc(C3CC3)n2)noc1C
 : i, 2.9%, 3.2%, -6.0%, 15.7, i, -0.9%[12.5 µM]
- c1ccc(N2CCN(CCc3nn[nH]n3)CC2)cc1
 : nt, nt, nt, nt, -4.3, i, 1.9%
- CC(C)(CO)[C@@H](O)C(=O)NCCC(=O)O
 : nt, -11.9%, nt, nt, nt, 2.4%, 2.0%
- CNC(=O)c1cccc2cc(Oc3ccnc4cc(OCC5(N)CC5)c(OC)cc34)ccc12
 : nt, nt, nt, nt, 9.5, i, -24.2%
- Cn1ncnc1[C@H]1c2n[nH]c(=O)c3cc(F)cc(c23)N[C@@H]1c1ccc(F)cc1
 : nt, nt, nt, nt, 1.8, i, -28.5%[23.9 µM]
- CC[C@H](NC(=O)c1c(O)c(-c2ccccc2)nc2ccccc12)c1ccccc1
 : nt, nt, nt, nt, 0.1, 0.9%, 15.3%
- COc1cc(OC)c2c(=O)[nH]c(-c3cc(C)c(OCCO)c(C)c3)nc2c1
 : nt, nt, nt, nt, 21.0, -0.6%, -5.6%
- Cc1ccccc1C(C(=O)NC1CCCCC1)N(C(=O)CNc1ccc(C#N)cc1)c1cccc(F)c1 (stereo not given)
 : nt, -18.8%, nt, nt, 23.2, 1.2%, -5.8%&-6.0%
- O=S(=O)(O)c1ccc2nc(-c3ccccc3)[nH]c2c1
 : nt, -41.5%[25.6 µM], nt, nt, -6.9, ?, -1.2%[23.9 µM]
- CCCn1ncc(CN2CCCC(C(=O)c3cccc(OC(C)C)c3)C2)c1C (stereo not given)
 : nt, nt, nt, nt, 1.5, -2.4%, 10.1%

Bioassay records (PubChem)
